Source: PubChem BioAssay (Sanford-Burnham Center for Chemical Genomics)
Mdm2 MdmX PPI: inhibitors of human Mdm2-MdmX association, primary screen, cell-based, luminescence, split luciferase, SaOS-2, uHTS; Protein Mdm4 (Homo sapiens) + E3 ubiquitin-protein ligase Mdm2 (Homo sapiens), …; SaOS-2 split-luciferase Mdm2/MdmX complementation; inhibition, % at 8 µM; 330,000 compounds, 3% hits;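 active = inhibition of at least 50% at 8 µM in the primary screen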
Target sequence (O15151 whole entry, looked up): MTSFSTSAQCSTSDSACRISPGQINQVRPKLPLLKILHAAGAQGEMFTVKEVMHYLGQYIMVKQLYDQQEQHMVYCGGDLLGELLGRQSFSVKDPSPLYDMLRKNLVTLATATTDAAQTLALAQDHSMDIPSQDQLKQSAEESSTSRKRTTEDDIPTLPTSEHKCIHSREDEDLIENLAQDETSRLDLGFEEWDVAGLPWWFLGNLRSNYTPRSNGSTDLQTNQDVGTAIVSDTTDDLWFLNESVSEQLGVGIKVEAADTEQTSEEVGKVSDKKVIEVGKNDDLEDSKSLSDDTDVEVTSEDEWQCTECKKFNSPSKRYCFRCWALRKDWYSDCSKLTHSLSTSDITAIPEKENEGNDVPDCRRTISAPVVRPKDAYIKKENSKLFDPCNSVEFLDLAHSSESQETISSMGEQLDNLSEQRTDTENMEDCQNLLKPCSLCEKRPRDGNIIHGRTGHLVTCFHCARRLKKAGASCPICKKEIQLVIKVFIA
Target sequence (Q00987 whole entry, looked up): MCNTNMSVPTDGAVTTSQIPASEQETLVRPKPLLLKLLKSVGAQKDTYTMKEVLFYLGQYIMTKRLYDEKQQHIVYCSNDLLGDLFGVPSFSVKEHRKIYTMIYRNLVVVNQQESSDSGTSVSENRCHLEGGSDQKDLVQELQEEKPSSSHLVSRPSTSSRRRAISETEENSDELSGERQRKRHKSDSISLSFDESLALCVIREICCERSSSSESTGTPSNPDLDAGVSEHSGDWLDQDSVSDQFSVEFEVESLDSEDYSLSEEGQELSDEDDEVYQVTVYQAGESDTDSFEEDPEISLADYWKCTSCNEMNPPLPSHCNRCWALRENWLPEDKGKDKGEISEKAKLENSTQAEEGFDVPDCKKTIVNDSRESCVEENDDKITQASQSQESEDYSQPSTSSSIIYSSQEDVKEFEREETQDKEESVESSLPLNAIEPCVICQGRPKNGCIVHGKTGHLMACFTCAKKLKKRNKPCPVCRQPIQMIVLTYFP
XBP1 UPR activ: activators of adaptive XBP1 UPR arm, primary screen, cell-based, CHO-XBP1 luciferase reporter, luminescence, uHTS. IRE1-XBP1 UPR activation; percent of tunicamycin response, DMSO as zero. activation, % at 20 µM. 330,000 compounds, 0.33% hits;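 active = versus positive control, 20 µM dose yields 30% or more activation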;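 note: 100% = tunicamycin at 10 µg/mL and 0% = DMSO only wells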
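Material – CHO cell line with stable XBP1 luciferase reporter · Buffer or medium – F12 plus 10% FBS · Compound – single point, 20 µM final compound, 1% DMSO · Schedule – 16-18 h cell attachment at 37 °C, then 6 h compound exposure · Signal – Steady-Glo luminescence read · Benchmarks – high control tunicamycin 10 µg/mL final, low control DMSO vehicle only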
Jurkat NFkB inh: inhibitors of induced NF-kB luciferase reporter, primary screen, TCR NF-kB activation inhibitor project, cell-based, luminescence, uHTS; inhibition, % at 4 µM; Jurkat, PMA/ionomycin-induced NF-kB luciferase reporter; 330,000 compounds, 0.53% hits; AID 435003, 2010; in the data active = inhibition above about 50%
CHOP UPR activ: activators of apoptotic CHOP UPR arm, primary screen, cell-based, CHO-CHOP luciferase reporter, luminescence, uHTS. UPR activation; percent of tunicamycin response over DMSO baseline. activation, % at 10 µM. 330,000 compounds, 0.34% hits;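 active = at 10 µM dose, activation of 40% or more, normalized to positive control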;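 note: 100% = tunicamycin at 10 µg/mL and 0% = DMSO alone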
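Test system: CHO-CHOP cells, stable luciferase reporter of PERK-eIF2a-CHOP signalling | Quantity: 500 CHO-CHOP cells per well | Buffer or medium: F12 plus 10% serum | Compound dosing: 10 µM single point, 0.5% DMSO | Schedule: 6 h compound treatment, 37 °C | Signal: Luciferase luminescence | Control set: Tunicamycin high control, DMSO low control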
tim10-1 inh: growth inhibitors of tim10-1 mutant yeast, primary screen, luminescence, uHTS; S. cerevisiae tim10-1 ts strain growth, BacTiter-Glo, 24 h; 330,000 compounds, 2.2% hits; inhibition, % at 20 µM;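 active = inhibition of at least 40%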;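 note: mutant grown at 25 °C; 0% = DMSO wells with yeast and 100% = wells holding no yeast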
tim23-1 inh: growth inhibitors of tim23-1 mutant yeast, primary screen, luminescence, uHTS; S. cerevisiae tim23-1 growth, BacTiter-Glo luminescence, 24 h; inhibition, % at 20 µM; 330,000 compounds, 1.3% hits;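 active = growth inhibition of the mutant yeast at or above 50%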;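 note: temperature-sensitive mutant grown at 25 °C; plate controls were DMSO-treated mutant yeast for no effect and medium wells lacking yeast for full effect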
697 NFkB inh: inhibitors of PMA/ionomycin-induced NF-kB reporter, 697 cells, primary screen, B-cell NF-kB inhibitor project, cell-based, luminescence, uHTS; 330,000 compounds, 0.33% hits; inhibition, % at 4 µM; 697 B-cell NF-kB luciferase reporter, 16 h; in the data active = inhibition above about 35%
TIM10 inh: growth inhibitors of isogenic TIM10 control yeast, primary screen, counter-screen for tim10-1 yeast inhibitor project, luminescence, uHTS | S. cerevisiae TIM10 strain growth, BacTiter-Glo luminescence, 24 h | inhibition, % at 10 µM | 330,000 compounds, 1.4% hits | AID 463195, 2010;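 active = inhibition of 40% or more at the single tested concentration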;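 note: wild-type TIM10 isogenic control strain grown at permissive 25 °C; 0% = DMSO yeast wells and 100% = minimal medium wells without yeast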
Numbers without * were called inactive; & = joins results of further samples.

SMILES	Mdm2 MdmX PPI	XBP1 UPR activ	Jurkat NFkB inh	CHOP UPR activ	tim10-1 inh	tim23-1 inh	697 NFkB inh	TIM10 inh
CC1CCCN(C(=O)Cn2nnc(-c3cccnc3)n2)C1 (centres undefined)	22	-3	-15	-0.2	15	24	-16	-5
C=CCNCCOc1ccc(C)cc1[N+](=O)[O-]	5	1	8	1.0	0	6	16	2
CCC(C(=O)NCc1ccc(C)cc1)c1ccccc1 (centres undefined)	10	-2	-3	-3.4	11	8	8	6
Cc1cc(C)n(-c2ccc(S(N)(=O)=O)cc2[N+](=O)[O-])n1	-13	2	10	0.5	9	-3	7	6
Cc1c(C(=O)Nc2ccc(Cl)cn2)oc2ccccc12	5	7	-76	10	32	-1	-47	1
O=C(CSc1nnc(SCc2ccc(Cl)cc2)s1)N/N=C/c1ccc(Cl)cc1Cl	16	70*	-19	3.4	-37	-28	-8	-21
CC(C)CCN1C(=O)c2ccc(-c3nc4ccccc4c(=O)o3)cc2C1=O	6	3	11	3.0	6	2	3	7
O=C(CSc1cccc(C(F)(F)F)c1)NCc1ccccc1	17	-1	17	-0.9	-8	9	-3	5
Cc1ccc2c(C(=O)CN3CCN(C(=O)c4ccco4)CC3)c(C)[nH]c2c1	4	7	-15	1.6	-19	9	-18	-12
Cc1ccc(NC(=S)N(CCCN2CCCC(C)C2)Cc2ccco2)cc1C (centres undefined)	15	-1	-7	1.8	21	-2	-5	-17
CCOc1ccc(Br)cc1S(=O)(=O)Nc1ccc(C(=O)OC(C)C(=O)N(C)c2ccccc2)cc1 (centres undefined)	17	-3	25	0.0	21	12	4	12
COc1ccccc1N1C(=N)S/C(=C\c2ccc(-c3ccccc3C(=O)O)o2)C1=O	10	-2	-11	-0.9	32	24	-1	5
O=C(/C=C/c1cccc([N+](=O)[O-])c1)OCC(=O)N1CCN(C(=O)c2ccco2)CC1	15	-2	-8	1.5	13	15	4	-2
Fc1cccc(NC(=S)NCCCN2CCOCC2)c1	-16	-1	-4	0.5	-14	10	-14	2
O=C(NCc1nc2ccccc2[nH]1)c1ccc(S(=O)(=O)N2CCCC2)cc1	-1	-3	-6	0.2	4	10	9	-4
CN1CCN(NC(=O)Nc2cccc(F)c2)CC1	2	-2	-1	2.8	-20	-8	4	2
CCOC(=O)Cc1cc(=O)n2[nH]c(-c3ccccc3)c(-c3ccccc3)c2n1	-6	-3	11	0.3	21	-6	6	22
COc1ccc(/C=C2\SC(=O)N(CC(=O)Nc3ccc(O)cc3)C2=O)cc1OC	40	-2	-16	1.6	-18	-14	6	-29
CC(=O)N=C1SC2CS(=O)(=O)CC2N1Cc1ccc(C)cc1 (centres undefined)	-3	-1	6	6.7	9	-1	20	7
COc1ccc(Cn2nnnc2C(c2ccc(F)cc2)N2CCN(C3CCCC3)CC2)cc1 (centres undefined)	27	-4	9	-1.7	20	18	0	10
O=C(Nc1ccc(OCC(=O)N2CCOCC2)cc1)c1ccccc1F	28	-3	-20	0.6	8	-1	3	-12
Cc1ccc2nc(C3CCN(CC(=O)Nc4ccc5c(c4)OCCO5)CC3)[nH]c2c1	6	-1	18	0.2	1	-31	-1	-28
CCOC(=O)c1[nH]c2c(c1C)C(=O)CC(c1ccc(OCC)c(OC)c1)C2 (centres undefined)	24	-4	3	-0.8	20	6	16	12
O=C1c2cccc(OCc3ccc(F)cc3)c2CCN1Cc1ccc(F)cc1	26	0	23	0.5	30	26	-33	24

Random excerpt: 3 entries already listed.
SMILES	Mdm2 MdmX PPI	XBP1 UPR activ	Jurkat NFkB inh	CHOP UPR activ	tim10-1 inh	tim23-1 inh	697 NFkB inh	TIM10 inh
COc1ccc(/C=C2\SC(=O)N(CC(=O)Nc3ccc(O)cc3)C2=O)cc1OC	40	-2	-16	1.6	-18	-14	6	-29
O=C1c2cccc(OCc3ccc(F)cc3)c2CCN1Cc1ccc(F)cc1	26	0	23	0.5	30	26	-33	24
CCOC(=O)c1[nH]c2c(c1C)C(=O)CC(c1ccc(OCC)c(OC)c1)C2 (centres undefined)	24	-4	3	-0.8	20	6	16	12

New compounds follow:
SMILES	Mdm2 MdmX PPI	XBP1 UPR activ	Jurkat NFkB inh	CHOP UPR activ	tim10-1 inh	tim23-1 inh	697 NFkB inh	TIM10 inh
COc1ccccc1C(=O)NC(=O)CSc1ccc(C)c(C)c1	19	-2	-3	-0.5	20	48	-9	17
COc1cc(C=O)ccc1OCc1ccc(Cl)nc1	-35	-2	-80	0.5	19	15	-20	-4
CCOc1ccc(-c2nc(C#N)c(NCC(C)C)o2)cc1	24	3	-6	3.7	14	17	19	11
O=C(NCc1cccc(C(F)(F)F)c1)c1cccc(S(=O)(=O)NCc2ccccc2)c1	4	-1	20	-0.6	23	24	-1	31
CCCN1CNC(=S)N(c2ccc(C(=O)OCC)cc2)C1	21	-1	-4	0.0	26	23	-23	7
COc1cccc(NC(=O)CCS(=O)(=O)c2cc3c(cc2Cl)NC(=O)CO3)c1	22	2	18	0.2	-2	-9	-5	0
CCSc1nnc(NC(=O)C(C(F)(F)F)C(F)(F)F)s1	12	0	4	-1.0	21	6	3	-1
COc1ccc(/C=N/NC(=O)c2csc(-n3nc(C)cc3C(F)(F)F)n2)cc1	50*	1	4	-2.7	11	-4	10	10
CCn1c(=O)c2cc(C(=O)N(C)CC(OC)OC)sc2c2ccccc21	-10	2	-23	-0.8	23	23	-9	-1
CC(C)[C@H](NC(=O)N1CC(=O)Nc2ccccc21)C(=O)N[C@@H](Cc1c[nH]c2ccccc12)C(=O)O	18	-2	8	1.2	-4	5	2	4
O=C(NCc1ccco1)Nc1ccc(Br)cc1Cl	-49	1	-34	5.3	17	22	-24	24
CC(=O)Nc1ccc(N2S(=O)(=O)c3ccccc3S2(=O)=O)cc1	8	-2	-17	-0.4	41*	24	-26	24
O=C(O)c1sccc1Oc1ccc(NS(=O)(=O)c2ccc(Cl)cc2)cc1	-46	1	3	0.1	-9	17	8	7
CC(C)=NNc1nc2c(c(=O)[nH]c(=O)n2C)n1CCc1ccccc1	1	-1	14	-0.1	7	24	16	-1
CCOc1cc(/C=N/O)cc(Br)c1OCC(=O)NCc1ccccc1	-18	-1	0	1.8	12	13	-5	21
CC(C)CCNC(=O)c1cc(S(=O)(=O)N2CCc3ccccc32)cn1C	-3	-1	3	0.9	9	15	6	0
Cc1cnc(C(=O)OCc2ccc(Br)cc2)cn1	-17	-7	-7	0.5	21	17	1	-4
COc1ccccc1CNC(=O)C1CCC(=O)N1C(C)C (centres undefined)	-17	-2	-14	-0.1	16	15	-1	-7
Cc1sc2nc(-c3ccc(Br)cc3)oc(=O)c2c1C	-80	1	-46	4.2	9	14	-68	-2
Cc1ccccc1C(OCCN(C)C)c1ccccc1 (centres undefined)	19&-8	-1&-8	-13&-16	-1.2&0.2	7&7	13&-8	10&13	-3&1
COc1ccc(CC(=O)Oc2ccc(F)cc2)cc1	-3	-3	-3	-0.2	10	10	9	-3
O=C(O)CN=C(NS(=O)(=O)c1ccc(Cl)cc1)c1ccc(F)cc1	19	-1	15	-1.2	-8	0	6	-1
COc1ccc(C2(C)NC(=O)N(Cc3cc(Cl)cc4c3OCOC4)C2=O)cc1OC (centres undefined)	-10	1	-11	2.7	12	7	-13	-5
C=CCN(c1ccccc1)S(=O)(=O)c1ccc2c(c1)N(C(C)=O)CCO2	-14	-4	10	0.6	21	19	7	-16
COc1ccc(OC)c(CCNC(=O)CS(=O)(=O)Cc2nc(-c3ccc(C)cc3)oc2C)c1	8	-2	4	-0.5	19	4	-4	35
COc1ccc(C2(c3ccc(OC)cc3)NC(=O)N(CC(=O)NC3CCCC3)C2=O)cc1	6	0	10	0.8	-1	-19	26	1
Cn1nccc1C(=O)Nc1cc(Cl)ccc1Cl	-8	0	15	2.4	-1	12	24	16
CC(Sc1ncccn1)C(=O)Nc1ccc2c(c1)OCO2 (centres undefined)	2	5	-31	-0.4	2	9	-40	9
Cc1cccc(CC2S/C(=N/N=C/c3ccco3)N(c3ccccc3)C2=O)c1 (centres undefined)	17	3	-5	-0.1	16	-2	-5	0
C/C(=N\NC(=O)CC(C)C)c1ccc(N2CCCCC2)cc1	-15	3	-18	7.4	11	9	-36	2
CN(CC(=O)Nc1ccc(S(=O)(=O)N(C)C)cc1)Cc1ccc(C(F)(F)F)cc1	-3	-4	9	-0.3	21	20	1	17
CN(C)CCNC(=O)CNC(=S)N(Cc1ccccc1)Cc1ccccc1F	8	-2	12	-0.9	-3	-14	-8	-17
Cc1sc2nc(-c3cccnc3)[nH]c(=O)c2c1-c1ccccc1	-5	5	-24	-0.2	28	29	-11	29
O=C(c1cnn(-c2cccc(F)c2)c1)c1ccccc1O	-113	6	-81	1.3	13	35	-115	12
CCSc1ncnc2c1sc1nc(-c3ccco3)c3c(c12)CC(C)(C)OC3	24	-1	3	3.8	15	6	-1	6
O=C(CCCCCn1c(=S)[nH]c2ccc(Br)cc2c1=O)NCC1CCCO1 (centres undefined)	-10	1	-8	-1.8	16	-3	-1	12
O=C(CSc1ccsc1[N+](=O)[O-])NCc1ccco1	7	-1	13	2.2	21	14	4	5
CCOC(=O)c1csc(NC(=O)c2cc(-c3ccccn3)nc3ccccc23)n1	-3	2	4	1.8	9	2	11	3

Single records, from the list above. Order of screens: Mdm2 MdmX PPI | XBP1 UPR activ | Jurkat NFkB inh | CHOP UPR activ | tim10-1 inh | tim23-1 inh | 697 NFkB inh | TIM10 inh
Profile of Cc1cccc(CC2S/C(=N/N=C/c3ccco3)N(c3ccccc3)C2=O)c1 (centres undefined) : 17 | 3 | -5 | -0.1 | 16 | -2 | -5 | 0
Profile of COc1ccc(C2(c3ccc(OC)cc3)NC(=O)N(CC(=O)NC3CCCC3)C2=O)cc1 : 6 | 0 | 10 | 0.8 | -1 | -19 | 26 | 1
Profile of Cc1sc2nc(-c3cccnc3)[nH]c(=O)c2c1-c1ccccc1 : -5 | 5 | -24 | -0.2 | 28 | 29 | -11 | 29
Profile of O=C(CSc1ccsc1[N+](=O)[O-])NCc1ccco1 : 7 | -1 | 13 | 2.2 | 21 | 14 | 4 | 5
Profile of O=C(c1cnn(-c2cccc(F)c2)c1)c1ccccc1O : -113 | 6 | -81 | 1.3 | 13 | 35 | -115 | 12
